# yeast mec2-1: NCI yeast anticancer drug screen, S. cerevisiae mec2-1 strain; growth inhibition, % at 50 µM; 79,000 compounds, 9% hits;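 note: 0% = growth of vehicle-only cultures of the same strain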
#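 mec2-1 yeast strain, carrying an alteration in DNA damage repair or cell cycle control, was exposed to compounds; growth inhibition was measured relative to vehicle-treated controls.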
# mlh1 rad18: NCI yeast anticancer drug screen, S. cerevisiae mlh1 rad18 strain; % growth inhibition at 50 µM; 79,000 compounds, 11% hits; AID 175, 2004;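 note: 0% = growth of vehicle-only cultures of the same strain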
#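 Test agents were incubated with a yeast strain of defined genotype (DNA damage repair defect). Inhibition of growth was derived by comparison with vehicle-exposed cultures.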
# rad50: NCI yeast anticancer drug screen, S. cerevisiae rad50 strain. % growth inhibition at 50 µM. 79,000 compounds, 10% hits. AID 155, 2004;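 note: 0% = growth of vehicle-only cultures of the same strain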
#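 DNA repair mutant yeast, compound exposure, growth read-out; inhibition is taken relative to vehicle.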
# cln2 rad14: NCI yeast anticancer drug screen, S. cerevisiae cln2 rad14 strain; 78,000 compounds, 8.3% hits; AID 165, 2004; % growth inhibition at 50 µM;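 note: 0% = growth of vehicle-only cultures of the same strain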
#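 Readout is yeast growth inhibition versus vehicle-treated controls, using a strain with cln2 and rad14 alterations exposed to compound.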
# yeast bub3: NCI yeast anticancer drug screen, S. cerevisiae bub3 mutant strain | growth inhibition, % at 50 µM | 78,000 compounds, 9.9% hits | AID 167, 2004;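 note: 0% = growth of vehicle-only cultures of the same strain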
#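 Whole-cell yeast assay. The mutant strain was incubated with compounds, and growth inhibition was determined by comparison with vehicle-treated cells.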
# yeast sgs1 mgt1: NCI yeast anticancer drug screen, S. cerevisiae sgs1 mgt1 strain. 78,000 compounds, 10% hits. % growth inhibition at 50 µM. AID 161, 2004;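 note: 0% = growth of vehicle-only cultures of the same strain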
#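 Genetically altered yeast, compound exposure, growth inhibition relative to vehicle.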
# Starred values were filed as active, the others as inactive; x = no result given; & = joins results of further samples. Cut-off read from the data, not from the text of the source: active = growth inhibition above about 70%; inactive = the rest. Outcome played no part in choosing rows. Share with any hit: about 14%.
# The opening two records, ahead of the listing:
SMILES,yeast mec2-1,mlh1 rad18,rad50,cln2 rad14,yeast bub3,yeast sgs1 mgt1
CC(C)c1ccccc1[S+]1OC(C)(C)c2ccccc21 (stereo not drawn),22,-39,-5,9,-2,7
CC1(C(=O)O)CCCC1C(CCC(=O)O)C(=O)O (stereo not drawn),15,-35,-14,-20,-7,1

# The listing, from the start:
SMILES,yeast mec2-1,mlh1 rad18,rad50,cln2 rad14,yeast bub3,yeast sgs1 mgt1
CC(C)c1ccccc1[S+]1OC(C)(C)c2ccccc21 (stereo not drawn),22,-39,-5,9,-2,7
CC1(C(=O)O)CCCC1C(CCC(=O)O)C(=O)O (stereo not drawn),15,-35,-14,-20,-7,1
COc1ccc(C(=O)c2ccccc2)cc1,17,1,-8,2,-18,-2
CC(C)C(NC(=O)CNC(=O)CN)C(=O)O (stereo not drawn),-23,-7,-11,x,x,x
Cc1cc2c(c(C(=O)O)c1C)-c1cccc(F)c1C2=O,3,37,-8,22,11,13
CCC(O)(c1ccc(OC)cc1)C(O)(CC)c1ccc(OC)cc1 (stereo not drawn),2,5,9,8,6,16
CCCCCCCCCCCCCCCC[Si](Cl)(Cl)Cl,-11,10,-1,-23,3,-6
O.O.O=Cc1cc(Br)cc(Br)c1O.O=Cc1cc(Br)cc(Br)c1O.[Co],97*,99*,99*,89*,90*,99*
CCCCNC1CCC2(SCCS2)c2[nH]c3ccccc3c21 (stereo not drawn),91*,85*,87*,90*,88*,85*
COC(=O)c1c2c(cc3nc4ccccc4nc13)OCO2,10,22,26,-2,17,13
CCOC(=O)C(C)(NC(=O)c1ccc(NCc2ccc3nc(NC(=O)c4ccccc4)nc(NC(=O)c4ccccc4)c3c2)cc1)C(=O)OCC,-24,-8,-4,-24,-16,8
CC(=O)OC(Cc1ccc(Cl)cc1)c1ccc(Cl)cc1 (stereo not drawn),24,40,32,32,20,47
CC1=NN(C(=O)Nc2ccccc2)C(=O)C2CCC(=O)N12 (stereo not drawn),-5,-8,-6,4,-1,-4
N#CS/C(C(Cl)=C(Cl)Cl)=C(/Cl)[N+](=O)[O-],92*,84*,89*,90*,90*,86*
NC1NNC(=S)S1 (stereo not drawn),-12,17,3,14,16,15
CCCC1(O)c2ccccc2-c2ccccc21,18,17,12,15,26,-6
CCC(=O)NC(OCC1(CC)COC1)(C(F)(F)F)C(F)(F)F,-11,-13,-9,3,-12,-37
O=C(c1no[n+]([O-])c1C(=O)c1csc2ccccc12)c1csc2ccccc12,-2,0,-10,-40,-10,-32
c1ccc(CC(Nc2cccnc2)c2ccccc2)cc1 (stereo not drawn),23,75*,74*,22,56,74*
CN(C)c1ccc2nc3ccc(=[N+](C)C)cc-3oc2c1,-12,-12,-28,-250,6,-28
O=C1c2ccccc2C(=O)c2cc(S(=O)(=O)Cl)ccc21,61,76*,76*,-50,72*,69
N#C/C(=C\c1ccco1)C(=O)c1ccco1,15,35,19,14,39,28
CNc1ccc(C)cc1[N+](=O)[O-],-17,-41,-17,7,-24,-9
Cc1c2noc1CCCCCCCCCCC2,20,18,19,-4,-14,4
Cc1c(N2CCCC2)cc2c(c1-n1cccc1)C(C)(C)CC2(C)C,-14,3,-21,16,7,2
CN(C)CN1C(=O)c2ccccc2C1=O,-14,-21,-18,3,1,-2
CC(C)(C)COS(=O)OCC(C)(C)C,-10,-7,-2,-38,-3,-10
CC1(C)CC(=O)N(Nc2ccccc2)C1=O,-8,-14,-9,-7,-13,-9
CN(C)CCOC(=O)C(O)C1CCCCC1 (stereo not drawn),13,-20,-14,18,15,6
O=c1[nH]nc(OCc2ccccc2)c2ncn(Cc3ccccc3)c12,21,22,1,-28,27,20
COC1(C)CCC2(O)C(=O)OC3C(O)COC32O1 (stereo not drawn),-5,-5,-3,-1,-2,3
N#C/C(=C/c1cccs1)c1cccs1,16,14,3,39,-7,-3
O=C1c2ccccc2NC(=O)C2C1C(c1ccccc1)CC2(O)c1ccccc1 (stereo not drawn),74*,33,62,68,69,72*
O=C=Nc1ccccc1-c1ccc([N+](=O)[O-])cc1Cl,38,84*,73*,69,84*,22
S=C1NC(/C=C/c2ccccc2)N2C(=S)NC(/C=C\c3ccccc3)N12 (stereo not drawn),1,16,18,23,-5,34
N#C/C(=C\c1cccnc1)c1ccccc1Cl,19,58,7,-20,20,-3
NC12CCC(CC1)C2,13,-5,-14,-6,-10,-14
O=[N+]([O-])c1ccc(/C=C(/c2ccc([N+](=O)[O-])o2)S(=O)(=O)C(Cl)(Cl)Cl)cc1,97*,98*,97*,97*,90*,98*
O=C(CBr)c1cc2ccccc2[nH]1,3,-14,9,-20,-11,0
CCCCCCCCCCCCNCC(O)c1cc(-c2ccccc2)nc2c(Cl)cc(Cl)cc12 (stereo not drawn),9,26,8,29,-8,32
Nc1cc2ccccc2cc1Br,43,45,81*,42,75*,72*
Cc1cn(C)c2c1-c1oncc1CC2,-15,2,-4,-7,-35,5
CC1=C(C(=O)Nc2ccc([N+](=O)[O-])cc2)C(c2ccc3c(c2)OCO3)C(C(=O)Nc2ccc([N+](=O)[O-])cc2)=C(C)N1,15,7,9,24,10,22
CCOC(=O)c1oc2ccc(OC)c3c2c1CCC3,-1,20,3,15,12,6
CC1(c2nc3ccccc3[nH]2)CCC(C#N)C(C)(C)O1 (stereo not drawn),-8,-67,-2,14,-24,-24
COc1cccc(C2OC(N)=C(O)C2=O)c1 (stereo not drawn),2,22,-11,-11,2,4
CC(=O)OCCC(C)CCC=C(C)C (stereo not drawn),19,2,15,-18,-17,-20
Cc1nc2cccc3ccc4cc5ccccc5c1c4c32,13,15,70,7,26,16
CCCCNCCC(SSSC(CCNCCCC)c1ccc(Cl)cc1)c1ccc(Cl)cc1 (stereo not drawn),52,98*,95*,20,52,98*
COC(=O)C1C2C=CC(C2)C1(C(=O)OC)S(=O)CC12CCC(CC1O)C2(C)C (stereo not drawn),29,29,33,25,34,7
COC(=O)C(=O)C(C(=O)C(=O)Nc1cccc([N+](=O)[O-])c1)c1nc2ccc(Cl)cc2[nH]c1=O (stereo not drawn),-22,0,15,-19,-2,14
N#CC(NC12CC3CC(CC(C3)C1)C2)c1ccccc1 (stereo not drawn),-2,-21,-5,-6,-43,-17
Cc1[nH]c(=O)c2oc3cc4ccccc4cc3c2c1C(=O)O,-30,-19,-15,-44,-31,-24
N#C[C@H](c1nc2ccccc2s1)c1nc2ccccc2nc1Cl,7,5,5,1,5,22
O=C(O)COc1cc(-c2ccccc2)nc2cc(F)ccc12,12,-24,-15,-1,-8,-11
Cc1ccc(/C=C/C(=O)/C=C/c2ccc(C)cc2)cc1,9,19,9,-3,24,16
COc1cc2c(OC)cc1CSCc1sc(C)c(c1Br)CSC2,22,15,19,-27,13,5
CC(=O)Nc1ccc(S(=O)(=O)Nc2cc(C)ccc2C)cc1,21,19,22,38,30,19
NC(=O)CC(N)C(N)=O (stereo not drawn),-33,-3,-8,13,-18,-48
C1=C(c2cccc3ccccc23)CCCC1,-4&7,-9&7,18&-3,8&0,12&3,-5&-12

# New compounds follow.
SMILES,yeast mec2-1,mlh1 rad18,rad50,cln2 rad14,yeast bub3,yeast sgs1 mgt1
O=C1C(Cl)=C(N2CCN(c3ccccn3)CC2)C(=O)c2ncccc21,89*,89*,85*,89*,89*,91*
O=C1c2ccccc2C(=O)c2c1cc(O)c(O)c2O,78*,82*,83*,59,71*,82*
CC(=O)N1Cc2ncnc(N)c2C1,-9,-10,-12,-11,-2,-21
Cc1cc2ncn(C3CCCCO3)c2cc1C (stereo not drawn),-11,-26,8,13,4,-9
O=c1cc(-c2ccccc2)oc2c(OCc3ccccc3)c(OCc3ccccc3)ccc12,5,26,-5,-12,-2,-9
CCCc1nc(Cl)nc(Cl)c1Cl,-11,-29,-13,-35,8,-2
Cc1cc(Cl)ccc1NC(=O)c1ccccc1,1,9,-1,-29,-26,-1
C/C=C1\CNC1C(=O)O (stereo not drawn),-25,-17,-9,-3,3,-4
CC12CCC(OC3CCCCO3)CC1=CCC1C2CCC2(C)/C(=C\C#N)CCC12 (stereo not drawn),-4,-11,32,11,-4,6
O=C(/C=C\c1ccc(Cl)c(Cl)c1)/C=C/c1ccc(Cl)c(Cl)c1,5,17,26,10,39,26
CC(C)c1ccccc1OC(=O)c1cccc(Br)c1,-2,2,-19,-23,14,0
O=C1CCC23CC(C=CC=C12)n1c(=O)n(-c2ccccc2)c(=O)n13 (stereo not drawn),-2,17,13,21,-15,4
OC1C2CC3CC(C2)CC1(C#CC1(O)C2CC4CC(C2)CC1C4)C3 (stereo not drawn),48,43,58,1,27,37
O=C(O)C(Cc1c[nH]c2ccccc12)N=Cc1nc(-c2ccccc2)oc1O (stereo not drawn),-39,-32,-27,-7,-27,-56
CC(C)(C)c1ccc(O)c(Sc2cc(C(C)(C)C)ccc2O)c1,-25,-15,6,-33,13,8

# 14 consecutive compounds from above, for reference:
SMILES,yeast mec2-1,mlh1 rad18,rad50,cln2 rad14,yeast bub3,yeast sgs1 mgt1
O=C1c2ccccc2C(=O)c2c1cc(O)c(O)c2O,78*,82*,83*,59,71*,82*
CC(=O)N1Cc2ncnc(N)c2C1,-9,-10,-12,-11,-2,-21
Cc1cc2ncn(C3CCCCO3)c2cc1C (stereo not drawn),-11,-26,8,13,4,-9
O=c1cc(-c2ccccc2)oc2c(OCc3ccccc3)c(OCc3ccccc3)ccc12,5,26,-5,-12,-2,-9
CCCc1nc(Cl)nc(Cl)c1Cl,-11,-29,-13,-35,8,-2
Cc1cc(Cl)ccc1NC(=O)c1ccccc1,1,9,-1,-29,-26,-1
C/C=C1\CNC1C(=O)O (stereo not drawn),-25,-17,-9,-3,3,-4
CC12CCC(OC3CCCCO3)CC1=CCC1C2CCC2(C)/C(=C\C#N)CCC12 (stereo not drawn),-4,-11,32,11,-4,6
O=C(/C=C\c1ccc(Cl)c(Cl)c1)/C=C/c1ccc(Cl)c(Cl)c1,5,17,26,10,39,26
CC(C)c1ccccc1OC(=O)c1cccc(Br)c1,-2,2,-19,-23,14,0
O=C1CCC23CC(C=CC=C12)n1c(=O)n(-c2ccccc2)c(=O)n13 (stereo not drawn),-2,17,13,21,-15,4
OC1C2CC3CC(C2)CC1(C#CC1(O)C2CC4CC(C2)CC1C4)C3 (stereo not drawn),48,43,58,1,27,37
O=C(O)C(Cc1c[nH]c2ccccc12)N=Cc1nc(-c2ccccc2)oc1O (stereo not drawn),-39,-32,-27,-7,-27,-56
CC(C)(C)c1ccc(O)c(Sc2cc(C(C)(C)C)ccc2O)c1,-25,-15,6,-33,13,8

# Other results:
SMILES,yeast mec2-1,mlh1 rad18,rad50,cln2 rad14,yeast bub3,yeast sgs1 mgt1
CN/N=C(\C(=O)Nc1ccc(C(F)(F)F)cc1[N+](=O)[O-])C(c1cnc2ccc([N+](=O)[O-])cc2n1)[N+](=O)[O-] (stereo not drawn),-13,-4,-8,-14,-16,-16
CC(=O)CC(=O)Nc1cccc(NC(=O)CC(C)=O)n1,-26,-11,-8,-3,-15,-4
CC1=CC(C)(C)N=C2SC(=O)c3nc4ccccc4c(=O)n3N12,2,17,11,-11,15,14
CCN(CC)CCSCCCNc1cc(OC)cc2cccnc12,60,65,68,78*,54,71*
Cc1nn(C(N)=S)c(C)c1N=Nc1ccc(Cl)cc1,0,20,10,-63,-8,11
O=C(OCc1ccccc1)N(CCCCN(CCCNCc1ccccc1)C(=O)OCc1ccccc1)CCCNCc1ccccc1,93*,91*,90*,90*,92*,92*
COc1ccc(C(c2c(O)c3ccccc3oc2=O)N2CCOCC2)cc1 (stereo not drawn),-3,-12,-8,76*,-14,-35
CCCC/C(CC)=N/NS(=O)(=O)c1ccc(NC(C)=O)cc1,-21,-20,15,22,-24,-4
CCCn1cc2c(=O)[nH]c(SC)nc2n1,-21,11,-5,-13,-13,-1
CC1OC(c2ccccc2)C(=O)N1C1(C)C(=O)N2CCOC21c1ccccc1 (stereo not drawn),11,-3,8,5,-2,2
CCn1c(-c2c(Cl)cc(O)cc2Cl)cc2c(Cl)cc(O)cc21,99*,99*,98*,98*,98*,98*
O=C(Cn1c2c(c3ccccc31)CCCC2)N1CCOCC1,-29,-20,-19,5,-24,-14
CN1C(=O)C(Cl)(C#N)C(c2ccccc2)N(C)C1c1ccccc1 (stereo not drawn),8,20,6,-38,39,18
CCCC(=O)OC1CCCCC1OC(=O)CCC (stereo not drawn),12,8,9,60,46,3
COC(=O)c1nnn(-c2ccc(S(N)(=O)=O)cc2)c1C(=O)c1ccc(OC)cc1,-14,-17,-18,6,-1,-21
C[n+]1ccccc1C(=O)O,29,40,29,27,31,50
CCC(/C=C/c1ccccc1)=N\Nc1ccc(C)cc1,43,27,43,17,17,46
C=CCC1(CN(C)C)CC/C(=C\c2cc(OC)c(OC)c(OC)c2)C1=O (stereo not drawn),-3,20,-9,-5,-10,-26
CNC(=O)OC(COC)CN1CCN(c2ccccc2C)CC1 (stereo not drawn),-48,-6,-26,-1,-8,-11
CCc1ccc(OCCO)c(Cl)c1,20,15,20,3,-22,25
CC1(c2ccc(O)cc2)CC(C)(c2ccc(O)cc2)C1 (stereo not drawn),93*,93*,95*,94*,95*,92*
